TMEM16A act = activators or potentiators of mouse TMEM16A chloride channel; Q8BHY3; AID 623877; 0.3% of 340,000 active; B-score at 10 µM; HEK293 TMEM16A/YFP-H148Q/I152L, iodide quench fluorescence; hits give low values;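 active = fluorescence-ratio B-score plate-corrected deviation score at least 3 library SD below zero, with starting fluorescence score within 5 deviations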;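 note: channel opened by trigger with iodide after compound preincubation; score built on the fluorescence ratio of max minus min over baseline; more negative score means more quench and so TMEM16A activation or potentiation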
TMEM16A inh = inhibitors of mouse TMEM16A calcium-activated chloride channel. normalized B-score (activity score, 25-100; higher = stronger inhibition) at 10 µM. HEK293 TMEM16A/YFP iodide influx fluorescence, ionomycin. 1.2% of 310,000 active;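 active = ratio plate-corrected score three or more library SD toward inhibition, starting fluorescence score within five deviations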;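 note: score derived from kinetic fluorescence span divided by baseline fluorescence per well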
HDAC3 inh = human HDAC3 inhibition; inhibition, % at 8.3 µM; 0.15% of 320,000 active; AID 2718; O15379; recombinant HDAC3, fluorogenic peptide/trypsin coupled, fluorescence; in the data active = inhibition above about 26%, passing the limit was not always enough; inconclusive = no clear call, values can overlap the other calls
MrgX1 antag = blocks BAM8-22 activation of human MrgX1 receptor; Q96LB2; MRGX1-HEK293 calcium flux, Fluo-4, BAM8-22 antagonism; hits give low values; B-score at 10 µM; 1.3% of 310,000 active; AID 588676;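 active = calcium-response B-score plate-corrected more than 3 library SD below zero, starting fluorescence within 5 deviations, no agonist response on first addition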;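 note: peak minus trough fluorescence over baseline after final BAM8-22 challenge near maximal dose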
SKKanGAS inh = inhibitors of SKKanGAS S. pyogenes growth in kanamycin (SK-promoter or general growth effect); BacTiter-Glo, 6 h; 1.3% of 300,000 active; inhibition, % at 7.5 µM;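 active = mean replicate score, as percent of positive control median, at least 50; inconclusive = mean below 50 but one replicate at or above 50; inactive = mean and every replicate below 50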;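 note: strain carries kanamycin resistance gene driven by streptokinase promoter and grows in 40 µg/ml kanamycin; loss of luminescence reflects streptokinase promoter inhibition or plain growth inhibition; 0% = median of DMSO wells and 100% = positive control at its reference dose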
RGS4 block = human RGS4 inhibition. AID 463165. HEK293 M3R/RGS4 inducible, Fluo-4 calcium flux; hits give high values; triggered by carbachol at its EC20. 0.45% of 310,000 active. B-score at 10 µM;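 active = B-score, a plate-corrected calcium signal, over three deviations above library mean, with baseline fluorescence within five deviations of library mean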;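 note: RGS4 expression induced by doxycycline in cells with stable M3 receptor; B-score is computed from the integrated fluorescence ratio over baseline after carbachol; higher B-score means a larger calcium signal and so more RGS4 inhibition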
RGS4 pot = potentiators or activators of RGS4; 0.92% of 310,000 active; B-score at 10 µM; HEK293 M3R/inducible RGS4, carbachol calcium flux Fluo4; hits give low values; AID 463111;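 active = B-score of the integrated calcium signal more than 4 SD below the library mean, with starting fluorescence not abnormally high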;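 note: negative B-score means reduced calcium response which marks RGS4 activation or potentiation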
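Test system: HEK293 cells with stable M3R and inducible RGS4; also added: carbachol at ECmax as muscarinic agonist stimulus; schedule: dye loading 30 min 37 °C, buffer rest 30 min RT; technique: kinetic calcium fluorescence imaging with Fluo4-AM dye, 2 µM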
MrgX1 PAM = allosterically activates human MrgX1 receptor signaling; MrgX1-HEK293, Fluo-4 calcium flux, FDSS; hits give high values; B-score at 10 µM; AID 588675; Q96LB2; 0.63% of 310,000 active;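 active = plate-corrected calcium response at least 3 library SD above typical, normal starting fluorescence, not activating the receptor alone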;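 note: compound read alongside a low EC10 to EC30 dose of BAM8-22 agonist; peak minus trough fluorescence over baseline measured at the second addition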
TRPC6 inh = mouse TRPC6 channel inhibition | HEK293-TRPC6, membrane potential dye, ACh-evoked depolarization; hits give low values | 1.1% of 310,000 active | AID 2553 | B-score at 10 µM | Q61143;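 active = B-score under library mean minus 3 SD, initial fluorescence not abnormally high, positive integrated signal ratio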;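 note: B-score derived from integrated fluorescence ratio over the kinetic read; more negative B-score means stronger inhibition of depolarization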
Target sequence (Q61143 whole entry, looked up): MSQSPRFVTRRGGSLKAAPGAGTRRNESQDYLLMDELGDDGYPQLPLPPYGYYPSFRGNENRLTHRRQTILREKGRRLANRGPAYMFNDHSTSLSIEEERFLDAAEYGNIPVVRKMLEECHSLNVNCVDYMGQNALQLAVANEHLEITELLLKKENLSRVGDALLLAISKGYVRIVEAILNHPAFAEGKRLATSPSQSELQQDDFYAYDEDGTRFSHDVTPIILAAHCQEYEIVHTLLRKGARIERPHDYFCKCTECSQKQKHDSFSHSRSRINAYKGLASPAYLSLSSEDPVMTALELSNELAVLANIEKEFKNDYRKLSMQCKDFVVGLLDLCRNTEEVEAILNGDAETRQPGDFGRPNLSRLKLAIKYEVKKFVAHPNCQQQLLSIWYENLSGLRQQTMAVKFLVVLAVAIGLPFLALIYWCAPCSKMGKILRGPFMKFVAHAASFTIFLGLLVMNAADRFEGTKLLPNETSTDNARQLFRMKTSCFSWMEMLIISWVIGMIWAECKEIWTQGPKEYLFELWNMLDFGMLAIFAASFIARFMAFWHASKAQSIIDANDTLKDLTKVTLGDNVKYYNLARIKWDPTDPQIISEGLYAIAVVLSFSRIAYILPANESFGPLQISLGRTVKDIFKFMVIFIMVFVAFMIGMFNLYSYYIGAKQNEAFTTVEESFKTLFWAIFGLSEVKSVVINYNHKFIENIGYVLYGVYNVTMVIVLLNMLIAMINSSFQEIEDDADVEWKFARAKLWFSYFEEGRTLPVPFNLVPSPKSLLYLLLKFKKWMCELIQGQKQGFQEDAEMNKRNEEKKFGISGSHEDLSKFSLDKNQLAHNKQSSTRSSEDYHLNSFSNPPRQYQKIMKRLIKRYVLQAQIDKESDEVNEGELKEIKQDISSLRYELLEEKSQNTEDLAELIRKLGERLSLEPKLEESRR
MrgX1 ag = agonists of human MrgX1 receptor. MrgX1-HEK293 cells, Fluo-4 calcium fluorescence, agonist mode; hits give high values. 0.44% of 310,000 active. B-score at 10 µM. Q96LB2;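 active = calcium response B-score plate-corrected fluorescence ratio at least 3 library SD, with starting fluorescence B-score inside 5 SD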
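Test system: Stable human MrgX1 HEK293 cell line | Schedule: Overnight plating before 1 h dye loading | Read-out basis: Baseline-normalised fluorescence change ratio, B-scored | Detection: Kinetic calcium dye fluorescence, Fluo-4 NW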
TRPC6 activator = activators of mouse TRPC6 channel; 0.13% of 310,000 active; HEK293-TRPC6 membrane potential dye fluorescence; hits give high values; AID 2550; B-score at 10 µM;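 active = B-score of the integrated fluorescence ratio above library mean plus 3 SD, and starting fluorescence ratio within library mean plus 5 SD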;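 note: higher score means more depolarization so channel activation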
Numbers without * were called inactive; & = joins results of further samples.

CN(C)C=NC(=O)c1[nH]c2ccc(Cl)cc2c1-c1ccccc1 was read as TMEM16A act inactive, TMEM16A inh inactive, HDAC3 inh -2, MrgX1 antag inactive, SKKanGAS inh 5, RGS4 block inactive, RGS4 pot inactive, MrgX1 PAM inactive, TRPC6 inh inactive, MrgX1 ag inactive and TRPC6 activator inactive.
Cc1cc(F)ccc1S(=O)(=O)N1CCCOC1CNC(=O)C(=O)NCCCN1CCOCC1 (stereo not drawn) was read as TMEM16A act inactive, TMEM16A inh inactive, HDAC3 inh -10, MrgX1 antag inactive, SKKanGAS inh 6, RGS4 block inactive, RGS4 pot inactive, MrgX1 PAM inactive, TRPC6 inh inactive, MrgX1 ag inactive and TRPC6 activator inactive.
O=c1cc(-c2ccccc2)[nH]c2[nH]n(-c3ccccc3)c(=O)c12 was read as TMEM16A act inactive, TMEM16A inh inactive, HDAC3 inh 1, MrgX1 antag inactive, SKKanGAS inh -5, RGS4 block inactive, RGS4 pot inactive, MrgX1 PAM inactive, TRPC6 inh inactive, MrgX1 ag inactive and TRPC6 activator inactive.
CCCCn1c(SCC(=O)Nc2ccc(NC(C)=O)cc2)nc2ccccc2c1=O was read as TMEM16A act inactive, TMEM16A inh inactive, HDAC3 inh 10, MrgX1 antag inactive, SKKanGAS inh 0, RGS4 block inactive, RGS4 pot inactive, MrgX1 PAM inactive, TRPC6 inh inactive, MrgX1 ag inactive and TRPC6 activator inactive.
For COc1ccc(/C(O)=C2/C(=O)C(=O)N(CC3CCCO3)C2c2ccc(O)c(OC)c2)cc1 (stereo not drawn) the results were TMEM16A act inactive, TMEM16A inh inactive, HDAC3 inh 2, MrgX1 antag inactive, SKKanGAS inh -6, RGS4 block inactive, RGS4 pot inactive, MrgX1 PAM inactive, TRPC6 inh inactive, MrgX1 ag inactive and TRPC6 activator inactive.
O=C(NC1CCCCCC1)c1ccc2nc3cc(Cl)ccc3c(=O)n2c1 was read as TMEM16A act inactive, TMEM16A inh inactive, HDAC3 inh 3, MrgX1 antag inactive, SKKanGAS inh 22, RGS4 block inactive, RGS4 pot inactive, MrgX1 PAM inactive, TRPC6 inh inactive, MrgX1 ag inactive and TRPC6 activator inactive.
Screening Clc1cccc(-c2nc(NCC3CCCO3)c3ccccc3n2)c1 (stereo not drawn) returned TMEM16A act inactive, TMEM16A inh inactive, HDAC3 inh -3, MrgX1 antag inactive, SKKanGAS inh 2, RGS4 block inactive, RGS4 pot inactive, MrgX1 PAM inactive, TRPC6 inh inactive, MrgX1 ag inactive and TRPC6 activator inactive.
N#C/C(=C\c1ccc(OC(=O)c2ccc(Cl)s2)cc1)c1nc2ccccc2[nH]1 was read as TMEM16A act inactive, TMEM16A inh inactive, HDAC3 inh -5, MrgX1 antag inactive, SKKanGAS inh 10, RGS4 block inactive, RGS4 pot inactive, MrgX1 PAM inactive, TRPC6 inh inactive, MrgX1 ag inactive and TRPC6 activator inactive.
O=C(Nc1ccccc1)c1ccc2nc(-c3ccco3)c(-c3ccco3)nc2c1 was read as TMEM16A act inactive, TMEM16A inh inactive, HDAC3 inh 15, MrgX1 antag -4.6*, SKKanGAS inh 5, RGS4 block inactive, RGS4 pot inactive, MrgX1 PAM inactive, TRPC6 inh inactive, MrgX1 ag inactive and TRPC6 activator inactive.
`COc1cc(N=c2ssnc2Cl)c(OC)cc1Cl` gave TMEM16A act inactive, TMEM16A inh inactive, HDAC3 inh 1&-2, MrgX1 antag inactive, SKKanGAS inh 0, RGS4 block inactive, RGS4 pot inactive, MrgX1 PAM inactive, TRPC6 inh inactive, MrgX1 ag 40* and TRPC6 activator inactive.
Screening COc1ccc(C(=O)N=c2sc3ccccc3n2C)cc1 returned TMEM16A act inactive, TMEM16A inh inactive, HDAC3 inh 9, MrgX1 antag inactive, SKKanGAS inh 1, RGS4 block inactive, RGS4 pot inactive, MrgX1 PAM inactive, TRPC6 inh inactive, MrgX1 ag inactive and TRPC6 activator inactive.
CCC(Sc1nc(=O)cc(N)n1-c1ccccc1)C(=O)Nc1cc(C)on1 (stereo not drawn) was read as TMEM16A act inactive, TMEM16A inh inactive, HDAC3 inh inconclusive, MrgX1 antag inactive, SKKanGAS inh -6, RGS4 block inactive, RGS4 pot inactive, MrgX1 PAM inactive, TRPC6 inh inactive, MrgX1 ag inactive and TRPC6 activator inactive.
For CCn1c(SCC(=O)N2CCCC(C)C2)nc2c1c(=O)n(C)c(=O)n2C (stereo not drawn) the results were TMEM16A act inactive, TMEM16A inh inactive, HDAC3 inh 3, MrgX1 antag inactive, SKKanGAS inh 1, RGS4 block inactive, RGS4 pot inactive, MrgX1 PAM inactive, TRPC6 inh inactive, MrgX1 ag inactive and TRPC6 activator inactive.
`CC(OC(=O)C1CCN(S(=O)(=O)c2ccc(Cl)cc2)CC1)C(=O)N1CCc2ccccc21` (stereo not drawn) gave TMEM16A act inactive, TMEM16A inh inactive, HDAC3 inh 2, MrgX1 antag inactive, SKKanGAS inh 20, RGS4 block inactive, RGS4 pot inactive, MrgX1 PAM inactive, TRPC6 inh inactive, MrgX1 ag inactive and TRPC6 activator inactive.
Nc1ccc(Cl)cc1/C(=N/O)c1ccccc1 was read as TMEM16A act inactive, TMEM16A inh inactive, HDAC3 inh 11, MrgX1 antag inactive, SKKanGAS inh -5, RGS4 block inactive, RGS4 pot inactive, MrgX1 PAM inactive, TRPC6 inh inactive, MrgX1 ag inactive and TRPC6 activator inactive.
`COc1ccc(CNc2nnnn2C)cc1` gave TMEM16A act inactive, TMEM16A inh 25*, HDAC3 inh 1, MrgX1 antag inactive, SKKanGAS inh -3, RGS4 block inactive, RGS4 pot inactive, MrgX1 PAM inactive, TRPC6 inh inactive, MrgX1 ag inactive and TRPC6 activator inactive.
For COc1ccccc1C(=O)C1CCCN(Cc2ccc3c(c2)OCCO3)C1 (stereo not drawn) the results were TMEM16A act inactive, TMEM16A inh inactive, HDAC3 inh 5, MrgX1 antag inactive, SKKanGAS inh 8, RGS4 block inactive, RGS4 pot inactive, MrgX1 PAM inactive, TRPC6 inh inactive, MrgX1 ag inactive and TRPC6 activator inactive.
Screening O=C(O)CCC(=O)Nc1ccc(Cc2ccc(NC(=O)CCC(=O)O)cc2)cc1 returned TMEM16A act inactive, TMEM16A inh inactive, HDAC3 inh -4, MrgX1 antag inactive, SKKanGAS inh -3, RGS4 block inactive, RGS4 pot inactive, MrgX1 PAM inactive, TRPC6 inh inactive, MrgX1 ag inactive and TRPC6 activator inactive.
`C=CCNC(=O)c1sc(SC)cc1-c1ccc(Cl)cc1` gave TMEM16A act inactive, TMEM16A inh inactive, HDAC3 inh -8, MrgX1 antag inactive, SKKanGAS inh 5, RGS4 block inactive, RGS4 pot inactive, MrgX1 PAM inactive, TRPC6 inh inactive, MrgX1 ag inactive and TRPC6 activator inactive.
For Cc1ccc(CNC(=O)COC(=O)c2cnccn2)cc1 the results were TMEM16A act inactive, TMEM16A inh inactive, HDAC3 inh -1, MrgX1 antag inactive, SKKanGAS inh 3, RGS4 block inactive, RGS4 pot inactive, MrgX1 PAM inactive, TRPC6 inh inactive, MrgX1 ag inactive and TRPC6 activator inactive.
O=C(CCNS(=O)(=O)c1ccc(Cl)cc1)NCc1cccs1 was read as TMEM16A act inactive, TMEM16A inh inactive, HDAC3 inh 1, MrgX1 antag inactive, SKKanGAS inh 0, RGS4 block inactive, RGS4 pot inactive, MrgX1 PAM inactive, TRPC6 inh inactive, MrgX1 ag inactive and TRPC6 activator inactive.
For Cc1c(C(=O)NCc2ccco2)cccc1[N+](=O)[O-] the results were TMEM16A act inactive, TMEM16A inh inactive, HDAC3 inh -2, MrgX1 antag inactive, SKKanGAS inh -4, RGS4 block inactive, RGS4 pot inactive, MrgX1 PAM inactive, TRPC6 inh inactive, MrgX1 ag inactive and TRPC6 activator inactive.
For CCC1(COC(NC(=O)c2cccnc2)(C(F)(F)F)C(F)(F)F)COC1 the results were TMEM16A act inactive, TMEM16A inh inactive, HDAC3 inh inconclusive, MrgX1 antag inactive, SKKanGAS inh 2, RGS4 block inactive, RGS4 pot inactive, MrgX1 PAM inactive, TRPC6 inh inactive, MrgX1 ag inactive and TRPC6 activator inactive.
`O=C(CNC(=O)c1ccc(Cl)cc1)c1ccc(Br)cc1` gave TMEM16A act inactive, TMEM16A inh inactive, HDAC3 inh -1, MrgX1 antag inactive, SKKanGAS inh 0, RGS4 block inactive, RGS4 pot inactive, MrgX1 PAM inactive, TRPC6 inh inactive, MrgX1 ag inactive and TRPC6 activator inactive.
Screening COc1cc(OC)cc(C(=O)OCC(=O)NC(C)CCc2ccccc2)c1 (stereo not drawn) returned TMEM16A act inactive, TMEM16A inh inactive, HDAC3 inh -2, MrgX1 antag inactive, SKKanGAS inh 3, RGS4 block inactive, RGS4 pot inactive, MrgX1 PAM inactive, TRPC6 inh inactive, MrgX1 ag inactive and TRPC6 activator inactive.
For CCN1C(=O)C(CC(=O)Nc2ccc(F)cc2)N(Cc2ccco2)C1=S (stereo not drawn) the results were TMEM16A act inactive, TMEM16A inh inactive, HDAC3 inh 3, MrgX1 antag inactive, SKKanGAS inh -2, RGS4 block inactive, RGS4 pot inactive, MrgX1 PAM 9.2*, TRPC6 inh inactive, MrgX1 ag inactive and TRPC6 activator inactive.
`O=C(Nc1cccc(Cl)c1)Nc1nnc(CSCCOc2ccc(Cl)cc2)s1` gave TMEM16A act inactive, TMEM16A inh inactive, HDAC3 inh 4, MrgX1 antag inactive, SKKanGAS inh 22, RGS4 block inactive, RGS4 pot inactive, MrgX1 PAM inactive, TRPC6 inh inactive, MrgX1 ag inactive and TRPC6 activator inactive.
`COc1cc(C(=O)NC(=S)Nc2ccc([N+](=O)[O-])cc2)cc(OC)c1OC` gave TMEM16A act inactive, TMEM16A inh inactive, HDAC3 inh 6, MrgX1 antag inactive, SKKanGAS inh 13, RGS4 block inactive, RGS4 pot inactive, MrgX1 PAM inactive, TRPC6 inh inactive, MrgX1 ag inactive and TRPC6 activator inactive.

Assay outcomes (PubChem BioAssay)

This is a random part of the collection; 6.7% or so of the library scored in one or more.
